From PubChem
TEAD-YAP block: TEAD-YAP interaction inhibition, primary screen, TEAD-YAP interaction inhibitor project, luminescence, HEK-TIYL cells; inhibition, % at 9.12 µM; TEAD-Gal4/YAP UAS-luciferase luminescence; hit rate 1.4% among 640,000; in the data active means inhibition above about 32%;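 further: 0% = median of test compound wells and 100% = reference inhibitor wells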
FBW7 act: FBW7 E3 ligase activators, primary screen, biochemical, AlphaScreen, human | F-box/WD repeat-containing protein 7 (Homo sapiens), Q969H0 | AlphaScreen FBW7–phospho-cyclin E peptide binding, activator screen | normalized activity (activation), % at 26.1 µM | hit rate 0.13% among 650,000; in the data active means normalized activity above about 1.9%;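 further: purified mutant Fbw7 with reduced substrate affinity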
MITF primary: MITF inhibitors, primary screen, biochemical, AlphaScreen, human; Microphthalmia-associated transcription factor (Homo sapiens), O75030; inhibition, % at 2.6 µM; hit rate 0.91% among 650,000; AlphaScreen MITF homodimerization, bead proximity signal; AID 1259374, 2018; in the data active means inhibition above about 50%;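 further: 0% = vehicle wells with protein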
Target sequence (O75030 whole entry, looked up): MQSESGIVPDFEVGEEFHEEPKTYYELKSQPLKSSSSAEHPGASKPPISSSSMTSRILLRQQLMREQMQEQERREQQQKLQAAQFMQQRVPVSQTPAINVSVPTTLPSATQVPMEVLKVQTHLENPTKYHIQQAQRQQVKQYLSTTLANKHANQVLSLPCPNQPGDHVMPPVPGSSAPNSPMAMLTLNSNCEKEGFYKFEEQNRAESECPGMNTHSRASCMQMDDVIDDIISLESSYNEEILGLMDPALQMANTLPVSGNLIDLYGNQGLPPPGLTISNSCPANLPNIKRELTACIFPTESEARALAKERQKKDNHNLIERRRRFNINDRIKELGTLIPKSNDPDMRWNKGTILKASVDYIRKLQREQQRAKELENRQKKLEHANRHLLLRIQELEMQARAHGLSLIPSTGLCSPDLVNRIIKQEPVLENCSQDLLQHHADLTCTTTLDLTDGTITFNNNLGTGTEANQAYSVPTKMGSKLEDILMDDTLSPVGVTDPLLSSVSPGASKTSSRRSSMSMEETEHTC
GPR151 ag: activators of human GPR151, primary screen, cell-based, PathHunter beta-arrestin, luminescence; G-protein coupled receptor 151 (Homo sapiens), Q8TDV0; AID 1508602, 2020; activation, % at 11.2 µM; PathHunter beta-arrestin GPR151 cells; hit rate 1% among 650,000; in the data active means activation above about 4.9%;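 further: 0% = median of compound wells and 100% = cells with positive control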
Target sequence (Q8TDV0 whole entry, looked up): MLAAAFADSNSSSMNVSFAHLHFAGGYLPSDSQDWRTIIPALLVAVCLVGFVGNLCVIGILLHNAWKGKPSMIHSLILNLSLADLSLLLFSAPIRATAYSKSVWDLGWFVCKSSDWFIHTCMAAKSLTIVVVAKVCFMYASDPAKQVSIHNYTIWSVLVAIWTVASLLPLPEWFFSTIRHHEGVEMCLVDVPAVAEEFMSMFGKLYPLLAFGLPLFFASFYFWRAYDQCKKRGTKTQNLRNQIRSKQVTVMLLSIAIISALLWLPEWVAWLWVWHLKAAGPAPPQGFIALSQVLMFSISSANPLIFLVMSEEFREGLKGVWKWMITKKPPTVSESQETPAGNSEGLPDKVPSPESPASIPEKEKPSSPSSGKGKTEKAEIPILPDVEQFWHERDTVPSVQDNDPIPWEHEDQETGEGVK
The depositor's hits bear a star; / = no result given.

no.	mol	TEAD-YAP block	FBW7 act	MITF primary	GPR151 ag
1	O=C(CS(=O)(=O)Cc1ccccc1)Nc1cc(C(F)(F)F)ccc1Cl	-2	-0.1	-8	-0.5
2	O=[N+]([O-])c1ccc(O)c(CN2CCCCCC2)c1	8	0.0	10	-0.5
3	O=C(O)c1ccc(NC(=O)c2ccccc2NC(=O)c2cccc(F)c2)cc1	5	0.1	8	-0.6
4	CCCCCCSc1nc(-c2ccc(Cl)cc2)cc(-c2ccccc2)c1C#N	0	-0.1	-7	0.6
5	CC(C)(C)c1ccc(C(C)(C)C)c2c1OC(c1ccccc1)O2	5	1.3	32	-0.6
6	COc1cc(/C=C2/N=C(c3cccc(Cl)c3Cl)OC2=O)cc(Br)c1OC(C)=O	1	0.2	80*	0.1
7	COc1ccc(/C=C2/N=C(c3cccc([N+](=O)[O-])c3)OC2=O)c(OC)c1OC	6	0.1	16	0.4
8	CC(C)CNC(=O)c1ccc(F)c(S(=O)(=O)N2CCOCC2)c1	-8	-0.1	4	1.1
9	COc1nc(C)ccc1C(=O)c1ccccc1	1	0.0	8	1.9
10	Cc1sc2ncn(CC(=O)N3CCC4(CC3)OCCO4)c(=O)c2c1S(=O)(=O)N1CCOCC1	-9	-0.1	-3	-1.6
11	Cc1ncn(-c2ccc(Nc3ncc4cccc(-c5ccccc5F)c4n3)cc2)n1	-14	0.6	28	-2.4
12	COC(=O)CNC(=O)COC(=O)c1cccc(C)c1O	4	-0.2	5	-0.2
13	Cc1cc(C)cc(NC(=O)c2ccc(CNc3c(N4CCCC4)c(=O)c3=O)cc2)c1	9	0.0	-8	-0.2
14	O=S(=O)(c1ccc(Oc2ccc(Br)cc2F)nc1)N1CCCCC1	-8	0.0	-3	2.5
15	CCN(CC)S(=O)(=O)c1ccc2c(c1)N(CC(=O)NCc1ccccn1)C(=O)CO2	1	0.0	12	0.4
16	O=C(Oc1coc(CSc2ncccn2)cc1=O)C1(c2ccc(Cl)cc2)CCCC1	1	0.1	-19	1.7
17	CC(O)CNc1nc2c(c(=O)n(Cc3ccccc3)c(=O)n2C)n1C (stereo unspecified)	-13	0.4	19	-1.6
18	COc1ccc(-c2c(C(F)(F)F)oc3cc(OC(=O)c4ccco4)ccc3c2=O)cc1OC	-16	-0.1	3	-1.6
19	CCOc1ccc(N2CC(NC(=O)Nc3nccs3)CC2=O)cc1 (stereo unspecified)	10	-0.2	-4	4.0
20	Cc1ccc(-c2nnc(N3CCN(C(=O)c4ccco4)CC3)c3ccccc23)cc1	26	2.3*	-3	0.5
21	CN1C(=O)c2ccccc2N(C)C1c1cccc(O)c1 (stereo unspecified)	5	0.4	5	0.1
22	C=C(C)CN1C(=O)S/C(=C/c2cccc([N+](=O)[O-])c2)C1=O	-10	0.6	17	-1.6
23	O=C(Nc1nc2ccc(Br)cc2s1)c1c(O)c2c([nH]c1=O)CCCC2	-7	0.0	2	-1.4
24	CCCOc1c(Br)cc(/C=N/O)cc1OC	5	0.5	-12	0.1
25	COc1ccc(OC)c(NC(=O)CSc2nnc(C)n2N)c1	10	-0.1	2	0.3
26	O=C(Nc1ccccc1)C1CC12CCN(C(=O)c1cn3ccccc3n1)CC2 (stereo unspecified)	8	0.0	6	-0.4
27	O=C(c1ccc(-c2ccccc2)cc1)N1CCN(Cc2ccccc2)CC1	-17	0.1	25	-1.2
28	O=C(CSc1ccc(Br)cc1)Nc1ccc(N2CCOCC2)cc1	16	0.1	-2	0.4
29	CCc1ccc(OCCCC(=O)NCc2ccccc2)cc1	-4	-0.1	-3	-0.8
30	Cc1ccc(-n2nc3c(c2NC(=O)Cc2ccc(F)cc2)CSC3)cc1	7	-0.2	3	0.1
31	CCCC(=O)NNC(=O)CCC(=O)Nc1ccccc1Cl	1	0.5	18	-1.2
32	COc1cc(/C=C2/NC(=O)N(CC(=O)Nc3cccc(C)c3)C2=O)ccc1OC(C)C	6	0.0	5	-1.6
33	O=C(NC1CCCC1)C(c1cccnc1)N(Cc1ccccc1Cl)C(=O)c1ccco1 (stereo unspecified)	-1	0.1	10	0.8
34	O=C1CCCN1c1ccc(CSc2nc3c(sc4ncccc43)c(=O)n2Cc2ccccc2)cc1	11	-0.1	-7	0.7
35	CC1CCN(C(=O)C(C)N(c2ccccc2)S(C)(=O)=O)CC1 (stereo unspecified)	-4	-0.2	-4	0.3
36	COc1ccccc1NC(=O)c1ccc(S(=O)(=O)c2ccccc2Cl)c([N+](=O)[O-])c1	-8	-0.1	10	-1.0
37	Cc1nn(C)c(Cl)c1CN1CCN(CCC(C)C)C(CCO)C1 (stereo unspecified)	-9	-0.1	6	0.2
38	CCCOc1ccc(-c2csc(NC(=O)c3ccc([N+](=O)[O-])s3)n2)cc1	-2	-0.1	1	0.0
39	COc1ccc(/C=C(\C#N)C(=O)Nc2ccc([N+](=O)[O-])cc2)cc1Br	0	-0.1	1	-1.1
40	N#C/C(=C\c1cc(Br)ccc1O)C(=O)NCC1CCCO1 (stereo unspecified)	3	0.2	5	-0.1
41	COc1cc(C2NC(=O)NC(C)=C2C(=O)Nc2ccc(C)c(C)c2)c(Cl)cc1O (stereo unspecified)	-4	0.2	16	-0.4
42	CCOC(=O)N1CCN(C(=S)NC(=O)c2cccc(F)c2)CC1	11	-0.1	-3	1.5
43	Cn1c(=O)n(CC(=O)Nc2cccc(Cl)c2)c(=O)c2ccccc21	9	0.0	18	3.1
44	CN(CC(=O)NC1CCCCCC1)S(=O)(=O)c1cccc2nsnc12	-2	-0.3	-13	-0.1
45	Cc1ccc(/C=C/C(=O)O)cc1S(=O)(=O)N1CCC(C(=O)O)CC1	-2	0.0	-6	2.4
46	CN(C)c1ccc(CN2CCc3nnc(CNS(=O)(=O)c4ccccc4)n3CC2)cc1	11	-0.2	5	0.3
47	CC(C)Oc1ccc(CN=C(N)N=C(N)N)cc1Cl	5	0.0	-5	-0.4
48	Cc1noc(C)c1C(=O)OCC(=O)c1ccc[nH]1	5	0.0	-1	-1.4
49	COc1cc(C(=O)Nc2ccc(N3CCOCC3)cc2)cc(OC)c1OC	-4	0.3	10	-0.6
50	N#C/C(C(N)=O)=C1/CCCN1Cc1ccccc1	-4	0.0	1	-0.6

(further entries)
no.	mol	TEAD-YAP block	FBW7 act	MITF primary	GPR151 ag
51	CCCCCCCCn1cc(C)c(=O)n(C(C)(C)C)c1=O	4	-0.2	-3	0.8
52	COc1ccc(Cl)cc1NC(=O)Cn1nnc(C(=O)NCCc2ccccc2)c1N	8	0.5	12	-0.5
53	N#Cc1c(O)c(C=C2C=CC(=O)C=C2)n2ccccc12	-27	-0.6	-2	1.1
54	CC(C)(C)C(=O)Oc1cc(N)n(S(=O)(=O)c2ccc(Cl)cc2)n1	1	0.0	-8	1.5
55	COc1cc(NC(=O)c2cccc(-n3cc(NC(=O)Cc4cccc(C)c4)cn3)c2)cc(OC)c1	2	0.0	-13	1.8
56	CCC(C)(C)n1nnnc1C(c1cc(OC)ccc1OC)N1CCC(C)CC1 (stereo unspecified)	9	0.2	18	0.3
57	Cc1cccc(-c2nc(Nc3cccc(Cl)c3)c3ccccc3n2)c1	-2	0.0	12	-0.6
58	Cc1ccc(NCc2nnc3n2CCCCC3)c(C)c1	-3	-0.2	1	-0.5
59	CC1=CC(C)C2(CO)COC(c3ccccc3O)C1C2C (stereo unspecified)	2	0.2	8	0.1
60	CC(=O)O[C@@H]1C[C@@]2(C)C(CC[C@@H]2C(C)=O)C2CCC3=CC(=O)CC[C@]3(C)C21 (stereo partly specified)	-3	0.0	6	-1.5
61	O=C(COc1ccc([N+](=O)[O-])cc1Br)N/N=C/c1ccc([N+](=O)[O-])o1	13	0.0	6	-0.3
62	CCOC(=O)N1CCC(c2nnc(-c3ccc(Cl)cc3Cl)o2)CC1	0	0.8	-1	1.2
63	COCCNC(=O)c1nc(-c2ccccc2)oc1C(F)(F)F	0	0.0	2	0.6
64	O=C1NC(=O)N(c2ccc(Cl)cc2)C(=O)/C1=C\c1ccc([N+](=O)[O-])s1	8	-0.3	6	-0.7
65	CCOC(=O)c1c(C)oc2ccc(NS(=O)(=O)c3ccc4ccccc4c3)cc12	15	-0.1	-1	0.7
66	CCOC(=O)CSc1n[nH]c(-c2ccc(OCC)cc2)n1	-1	-0.1	-1	-0.1
67	COCCOC(=O)C1=C(C)NC2=C(C(=O)CC(C)(C)C2)C1c1cccnc1 (stereo unspecified)	-4	-0.2	-3	-0.7
68	C=CCSc1nnc2c(n1)OC(c1ccc(OC)c(Br)c1)N(C(C)=O)c1ccccc1-2 (stereo unspecified)	6	0.1	13	0.5
69	Cc1ccc2[nH]c3c(c2c1)CCC3=O	1	0.0	13	-1.7
70	O=C(Nc1nnc(C(F)(F)F)s1)c1cc(Br)ccc1Cl	16	0.3	-3	0.7
71	COc1ccc(OC)c(NC(=O)CSc2nc3ccccc3c(=O)n2CC2CCCO2)c1 (stereo unspecified)	-45	-0.3	0	-1.1
72	Nc1ncnc(NNC(=O)CNC(=O)c2ccc(S(=O)(=O)N3CCOCC3)cc2)c1[N+](=O)[O-]	6	0.0	5	1.4
73	CCn1cc(C(=O)N2CCc3c(nc(N4CCC(C)CC4)[nH]c3=O)C2)cn1	-1	0.1	-4	0.1
74	CCN(CC(=O)NCc1cccs1)C(=O)c1ccc(N2CCCC2=O)cc1	2	0.1	13	-1.4
75	Cc1c(NC2=C(C(=O)c3ccccc3)NS(=O)(=O)c3ccccc32)c(=O)n(-c2ccccc2)n1C	-9	0.1	-2	-1.0

Reformatted: entries from further up.
69. Cc1ccc2[nH]c3c(c2c1)CCC3=O
  TEAD-YAP block = 1
  FBW7 act = 0.0
  MITF primary = 13
  GPR151 ag = -1.7
70. O=C(Nc1nnc(C(F)(F)F)s1)c1cc(Br)ccc1Cl
  TEAD-YAP block = 16
  FBW7 act = 0.3
  MITF primary = -3
  GPR151 ag = 0.7

Continuation:
no.	mol	TEAD-YAP block	FBW7 act	MITF primary	GPR151 ag
76	COC(=O)C1=C(C(=O)OC)[C@@H]2N(C)c3ccccc3[C@@]23C[C@@H](C(=O)OC)N(C(=O)NC(C)(C)C)C3=N1	/	-0.1	7	0.4
77	C/C(CC(=O)Nc1ccc(Br)cc1)=N\NC(=O)c1ccc(F)cc1	-35	-0.1	-1	-0.5
78	O=C(Nc1ccc(NC(=O)c2ccc(Br)c(S(=O)(=O)N3CCOCC3)c2)cc1)c1ccccc1	3	-0.1	-11	-1.4
79	O=C(NCc1ccc2c(c1)OCO2)C1CC(c2ccc(Cl)cc2)=NO1 (stereo unspecified)	-2	0.2	-1	0.6
80	COc1ccc(S(=O)(=O)NCCN)cc1	5	-0.2	-13	0.2
81	O=C(O)c1nccnc1C(=O)Nc1ccc([N+](=O)[O-])cc1	8	-0.1	2	0.0
82	Cc1sc2nc(C(C)C)n3c(SCC(=O)Nc4nccs4)nnc3c2c1C	-5	0.0	-16	-0.7
83	NC(=O)c1nc(-c2ccsc2)nc2c1[nH]c(=O)n2C1CCCCC1	-8	0.1	5	0.0
84	O=C(CN1C(=O)CCSc2ccccc21)Nc1ccc(Cl)cc1	10	0.1	6	-0.8
85	Cc1c(C(=O)Nc2cnc3ccccc3c2)sc2ncn(CC(=O)Nc3ccc(C(C)C)cc3)c(=O)c12	3	0.1	8	0.2

Molecules above with an NH in an aromatic ring:
no.	mol	TEAD-YAP block	FBW7 act	MITF primary	GPR151 ag
23	O=C(Nc1nc2ccc(Br)cc2s1)c1c(O)c2c([nH]c1=O)CCCC2	-7	0.0	2	-1.4
48	Cc1noc(C)c1C(=O)OCC(=O)c1ccc[nH]1	5	0.0	-1	-1.4
66	CCOC(=O)CSc1n[nH]c(-c2ccc(OCC)cc2)n1	-1	-0.1	-1	-0.1
69	Cc1ccc2[nH]c3c(c2c1)CCC3=O	1	0.0	13	-1.7
73	CCn1cc(C(=O)N2CCc3c(nc(N4CCC(C)CC4)[nH]c3=O)C2)cn1	-1	0.1	-4	0.1
83	NC(=O)c1nc(-c2ccsc2)nc2c1[nH]c(=O)n2C1CCCCC1	-8	0.1	5	0.0
